Assay outcomes deposited in PubChem by several laboratories.
PTPN22 inh 2: blocks human PTPN22 phosphatase activity | Q9Y2R2 | recombinant LYP catalytic domain, DiFMUP fluorescence | inhibition, % at 2 µM | hit rate 0.21% among 96,000;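 active = inhibition at 2 µM at or above a set limit, the screen mean plus 3 SD, cut at about 24% in these data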;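 also: 0% = DMSO with enzyme and 100% = enzyme fully blocked by orthovanadate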
TNFa cytotox: HUVEC cytotoxicity counter-screen, TNF alpha stimulated; HUVEC TNFalpha-stimulated, Hoechst cell count, imaging; cell count reduction, % at 2 µM; hit rate 0.17% among 93,000; AID 848;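 active = cell count reduction exceeding the screen mean by over 5 SD, scaled to untreated wells per plate, cut at about 78% in these data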;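 also: cells counted after 24 h of TNF alpha exposure following the 1 h pretreatment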
ERa SRC1 inh: blocks coactivator binding to human estrogen receptor alpha; P03372; TR-FRET ER-alpha LBD / SRC-1 peptide, estradiol-bound; inhibition, % at 25.6 µM; hit rate 1.7% among 86,000; AID 629; in the data active = inhibition above about 50%;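 also: 0% = receptor plus peptide control and 100% = peptide only without receptor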
Target sequence (P03372 whole entry, looked up, the tested form may be a part): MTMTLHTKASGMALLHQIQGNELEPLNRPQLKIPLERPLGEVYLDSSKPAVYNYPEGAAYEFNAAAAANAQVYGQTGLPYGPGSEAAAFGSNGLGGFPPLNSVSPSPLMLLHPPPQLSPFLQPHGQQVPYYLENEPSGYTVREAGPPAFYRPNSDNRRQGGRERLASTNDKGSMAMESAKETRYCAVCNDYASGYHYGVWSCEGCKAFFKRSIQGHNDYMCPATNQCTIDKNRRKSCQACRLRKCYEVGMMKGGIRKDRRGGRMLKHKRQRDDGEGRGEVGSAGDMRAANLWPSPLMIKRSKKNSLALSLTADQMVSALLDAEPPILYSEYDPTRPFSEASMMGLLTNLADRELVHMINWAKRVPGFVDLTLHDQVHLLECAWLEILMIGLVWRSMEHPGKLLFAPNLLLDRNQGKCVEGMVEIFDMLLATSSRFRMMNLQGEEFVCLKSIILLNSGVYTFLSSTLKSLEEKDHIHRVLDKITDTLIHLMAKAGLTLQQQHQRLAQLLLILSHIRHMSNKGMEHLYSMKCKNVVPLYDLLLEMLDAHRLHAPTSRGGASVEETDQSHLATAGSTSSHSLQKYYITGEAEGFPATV
F-actin modifier: alters cytoskeleton assembly in HUVEC cells; HUVEC TNFa F-actin phalloidin imaging, high content; inhibition, % at 2 µM; hit rate 0.18% among 91,000; AID 836;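 active = inhibition above the batch mean plus 3 SD and confirmed as a hit by visual image inspection, cut at about 30% in these data, passing the limit was not always enough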; also: strong numbers were not always called active
LYP act: LYP (human) phosphatase activation. Q9Y2R2. recombinant LYP, DiFMUP fluorescence; 0 = plate median, 100 = signal doubled. activation, % at 2 µM. hit rate 0.11% among 96,000. AID 697;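 active = activation at 2 µM above a set limit, the mean plus 5 SD, cut at about 37% in these data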
VCAM1 TNFa inh: reduces TNF alpha induced VCAM1 expression in HUVEC | HUVEC TNFa-induced VCAM-1 immunofluorescence, high-content imaging | inhibition, % at 2 µM | hit rate 0.48% among 95,000 | AID 802;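 active = inhibition above the batch mean plus 3 SD, with images confirmed as a hit by eye, cut at about 37% in these data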;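 also: 0% = TNF-stimulated DMSO wells and 100% = unstimulated control wells; not every result past the cut was called active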
IL1B cytotox: HUVEC cytotoxicity counter-screen, IL-1B stimulated; HUVEC cell count loss, Hoechst imaging; cell count reduction, % at 2 µM; hit rate 0.41% among 94,000;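 active = cell count reduction more than 3 SD above the screen-wide mean, cut at about 70% in these data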;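 also: normalized per plate to untreated control cells as the no-loss baseline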
FAK blocker: inhibitors of human focal adhesion kinase | AID 727 | inhibition, %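 (tested at 7 µM)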 | biochemical FAK kinase activity assay | hit rate 0.84% among 97,000; in the data active = inhibition above about 19%;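 also: 0% = DMSO and 100% = reference compound high control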
PTK2B oligo ant: Pyk2 (human) oligomerization antagonism | Q14289 | Q293 cells, Pyk2 FERM NanoBiT luminescence; active compounds read low | z-score (the deposit names both 25 µM and 10 µM) | hit rate 0.83% among 99,000 | AID 1347419;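 active = Z-score of -3 or lower, scaled per plate to the spread of control and sample wells; inactive = z-score above -3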;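 also: negative z-score means lost luminescence so less FERM oligomerization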
* hit, by the source's call; nt = no result given; [ ] = dose if it differs, or a comment.

SMILES | PTPN22 inh 2 | TNFa cytotox | ERa SRC1 inh | F-actin modifier | LYP act | VCAM1 TNFa inh | IL1B cytotox | FAK blocker | PTK2B oligo ant
O=C(CSc1nnc(-c2ccccn2)n1Cc1ccco1)Nc1ccc2c(c1)OCO2 | -3.3 | -21.3 | 5.9 | -3.6 | 0.5 | 12.8 | 30.2 | -3.0 | -0.34
O=C(Nc1ccccc1)c1ccccc1CCc1ccccc1 | 9.9 | -3.7 | nt | -8.0 | -5.0 | -0.2 | nt | 1.9 | 0.44
COC(=O)C(C)Sc1ncnc2c1nnn2-c1ccc(F)cc1 (configuration not stated) | -5.1 | -13.1 | -28.7 | 20.1 | 5.7 | -3.7 | 1.1 | 3.9 | -0.27
O=C(O)COc1ccc(S(=O)(=O)c2ccc(OCC(=O)O)cc2)cc1 | -9.0 | -30.6 | -2.0[fluorescence artefact?] | 7.7 | 6.6 | 2.5 | -4.5 | 0.6 | -0.18
COC(=O)c1cccc(NC(=O)c2cccs2)c1C | 2.5 | 11.2 | -7.2 | nt | -1.5 | 17.8 | -8.1 | 1.0 | -0.44
CCOc1cc(S(=O)(=O)NCc2ccccc2)c(OCC)cc1-n1cnnn1 | -7.3 | -16.0 | 17.1 | 4.6 | 7.8 | 17.0 | -29.8 | 1.7 | -1.23
COC(=O)c1[nH]c2ccc(C)cc2c1NS(=O)(=O)c1ccc(F)cc1 | 0.6 | -10.5 | -10.0 | -8.4 | 1.9 | -0.9 | -13.6 | -0.5 | -0.06
COc1ccc(-c2csc(N(CCCN3CCOCC3)C(=O)c3ccco3)n2)cc1 | -4.7 | 5.0 | -0.6 | -14.9 | 5.1 | 0.0 | -28.2 | -1.8 | 0.29
COc1cccc(NC(=O)Cn2cnc3sc(C)c(S(=O)(=O)N4CCCCC4)c3c2=O)c1 | -1.0 | -6.8 | 6.1[fluorescence artefact?] | -10.9 | 1.9 | -6.9 | 2.9 | -0.4 | -2.19
CCSCc1nnc(SCC(=O)Nc2cccc(SC)c2)n1C | -3.7 | -11.7 | -14.3 | 1.2 | 0.8 | -20.2 | -18.2 | 0.1 | 0.54
CCOc1ccc(N(CC(=O)Nc2cccc(OC)c2)S(=O)(=O)c2c(C)noc2C)cc1 | 4.5 | -16.4 | -7.5 | -17.8 | -6.1 | 14.6 | -18.2 | 4.3 | nt
CCN(CC)C(=S)Sc1c(-c2ccccc2)c2cc(Cl)ccc2[nH]c1=O | 10.7 | 5.9 | 9.9 | 1.7 | -9.7 | 9.7 | 16.2 | 0.4 | -0.59
CCOC(=O)CN1C(=O)C(O)(CC(=O)c2cccc(OC)c2)c2ccccc21 (configuration not stated) | -18.4 | -33.1 | -8.8 | -27.8 | 16.9 | -4.7 | -52.4 | -5.3 | 1.5
CCCc1nnc(NC(=O)c2ccc(N3C(=O)C4C5C=CC(C5)C4C3=O)cc2)s1 (configuration not stated) | -16.0 | -15.0 | 9.2[fluorescence artefact?] | nt | 16.6 | 13.4 | -5.7 | -0.9 | -3.23*
Cc1cc(C)c(NC(=O)CS(=O)CC(=O)N2CCN(c3ccc(F)cc3)CC2)c(C)c1 (configuration not stated) | 0.3 | -54.8 | 8.1[fluorescence artefact?] | 25.3 | -2.1 | -32.4 | 3.9 | -3.0 | -0.28
Cc1cc(C)c(NC(=O)CSc2nnc(-c3ccncc3)n2Cc2ccco2)c(C)c1 | 8.8 | -3.3 | -8.6 | 1.6 | -5.6 | 4.8 | 16.7 | -2.3 | -0.2
CCCCCOC(=O)c1ccc(NC(=O)c2ccco2)cc1 | 6.4 | -19.8 | -1.6 | -27.5 | -7.1 | 9.4 | -155.2 | -2.2 | -0.09
CCS(=O)(=O)N1Cc2ccccc2CC1C(=O)Nc1ccc(NC(C)=O)cc1 (configuration not stated) | 15.6 | -10.1 | 35.1 | 24.3 | -14.2 | 19.4 | 34.2 | 1.5 | 0.09
COC(=O)Nc1c(C(=O)OC)cc(OC)c(OC)c1OC | 0.3 | -23.9 | -10.0 | 11.2 | 0.2 | 3.8 | -24.4 | -3.6 | 2.36
Cn1c(=O)c2c(nc(Oc3ccc4c(c3)OCO4)n2Cc2ccc(Cl)cc2)n(C)c1=O | 5.2 | -2.9 | -9.1 | -6.1 | -8.7 | 18.1 | -6.4 | -1.3 | 0.78
COc1cccc(CSc2nc3ccccc3cc2C=O)c1 | -1.9 | 30.6 | nt | 5.0 | -2.2 | 90.3* | 71.9* | 5.7 | -0.66
COc1ccc(S(=O)(=O)Cc2ccc(C(=O)NCc3ccc(F)cc3)o2)cc1 | -3.0 | -7.3 | -3.7 | 4.4 | 0.7 | 2.4 | -4.8 | 3.2 | nt
Brc1cc2c(cc1/C=N/Nc1nc3ccccc3s1)OCO2 | 13.3 | -10.0 | nt | nt | -11.8 | 15.8 | -2.5 | 5.9 | 0.01
CCC(=O)N1CCN(c2ccc(Cl)cc2NC(=O)c2ccc3c(c2)OCCO3)CC1 | 2.8 | -4.9 | -2.1 | 13.9 | -4.4 | -5.1 | -142.3 | 2.2 | -1.14
Cc1sc2ncn(CCn3cnc4sc(C)c(C)c4c3=O)c(=O)c2c1C | -1.4 | 7.0 | 22.6 | 6.5 | -3.6 | 2.8 | 9.4 | -1.5 | 1.99

Further records follow.
SMILES | PTPN22 inh 2 | TNFa cytotox | ERa SRC1 inh | F-actin modifier | LYP act | VCAM1 TNFa inh | IL1B cytotox | FAK blocker | PTK2B oligo ant
CS(=O)(=O)N1CCC(C(=O)NCCc2ccccc2)CC1 | -0.3 | -7.0 | 7.1[fluorescence artefact?] | -3.2 | -0.3 | -4.9 | -83.8 | 0.6 | 0.26
Cc1ccc(C)c(NC(=O)C2CC(=O)N(C(C)C)C2)c1 (configuration not stated) | -4.5 | -18.1 | 11.9[fluorescence artefact?] | -22.6 | 4.6 | 12.6 | -15.4 | 1.2 | -0.15
CC(=O)Nc1ccc(S(=O)(=O)Nc2cccc(NC(=O)C(C)(C)C)c2)cc1 | -11.3 | -21.9 | -5.5 | 1.5 | 5.6 | 0.9 | 2.1 | -0.1 | 0.54
Cc1cc(/C=N/NC(=O)Cn2c3ccccc3c(=O)c3ccccc32)c(C)n1-c1ccccc1 | 9.4 | 3.0 | nt | -22.1 | -4.6 | 3.7 | -55.2 | -2.8 | nt
Cc1nc(NC(C)C)c2cnn(CCc3ccccc3)c2n1 | 7.5 | -11.9 | nt | 2.7 | -7.7 | 8.1 | 13.5 | 5.1 | -0.37
O=C(NCCN1CCN(c2ccccc2F)CC1)C1CCCN(S(=O)(=O)c2cnc[nH]2)C1 (configuration not stated) | -2.4 | -9.3 | -6.2 | -3.7 | 0.9 | -4.5 | -5.1 | 1.4 | nt
Nc1nnc(SCC(=O)NC2CCCCC2)s1 | -8.8 | -31.9 | -21.9 | -3.9 | 9.4 | 7.3 | 0.5 | 1.0 | 0.06
OCc1nnc2c3ccccc3c(-c3ccccc3)nn12 | 9.8 | -21.7 | -0.4 | 5.9 | -7.5 | 13.9 | -147.9 | -2.4 | 0.43
Cc1ccc(NC(=O)Nc2ccc3c(c2)N(C)C(=O)CS3)cc1C | -5.8 | 5.9 | 15.3 | -5.2 | 2.4 | 6.8 | -12.0 | 1.5 | nt
Cc1nc(N2CCN(c3ccccc3)CC2)nc2c1C(=O)CC(c1ccccc1)C2 (configuration not stated) | 17.1 | -19.1 | 1.3 | -10.1 | -18.4 | -6.6 | -16.3 | 3.9 | 0.93
CCc1ccccc1NC(=O)C1C(c2ccccc2)C1(Cl)Cl (configuration not stated) | 4.7 | -12.3 | nt | 17.3 | -1.8 | -1.6 | 1.3 | -0.7 | -2.14
CCn1c(CC(=O)Nc2cccc(OC)c2)nnc1SCC(=O)N1CCN(c2ccccc2)CC1 | -2.6 | 5.1 | 1.3 | 1.2 | 2.1 | -5.8 | 18.6 | 1.1 | 1.56
O=C(Cn1ccc([N+](=O)[O-])n1)N1CCCc2ccccc21 | 2.5 | -6.1 | nt | -1.4 | 2.7 | 6.2 | -24.6 | 1.3 | -0.1
Cc1cccc(S(=O)(=O)C(C#N)c2nc3ccccc3nc2N2CC(C)OC(C)C2)c1 (configuration not stated) | 1.1 | -1.9 | 6.1[fluorescence artefact?] | 19.6 | -2.0 | -23.9 | -58.6 | -6.9 | -0.42
CC(=NCCCNC1CCCCC1)C1=C(O)CC(C)(C)CC1=O | -0.2 | -13.8 | nt | -5.9 | -4.2 | -49.8 | -37.7 | 0.4 | 0.85
O=c1oc2ccccc2n1CCn1c2ccccc2c2nc3ccccc3nc21 | 14.3 | -14.4 | 77.0* | 13.7 | -12.2 | -4.0 | -79.6 | 29.7* | -3.11*
Cc1c(Cl)c([N+](=O)[O-])nn1CC(=O)NC1CCCCC1 | -1.2 | -3.3 | nt | -3.7 | 3.9 | 19.0 | -12.8 | -4.4 | 0.3
O=C(Nc1sc2c(c1-c1nc3ccccc3[nH]1)CCCC2)C1CCCC1 | 10.6 | 3.6 | -1.5 | 8.6 | -7.2 | 9.9 | -26.8 | -3.7 | 0.13
Cc1nc2nc(C)n(-c3ccccc3)c2s1 | 11.2 | -49.6 | -11.0 | 9.0 | -12.8 | -17.9 | -20.9 | -1.1 | 0.1
O=C(CC(=O)c1cc(Cl)ccc1O)c1ccccc1 | -8.4 | 0.3 | 0.9 | 8.8 | 5.4 | 11.2 | 89.1* | 4.4 | -1.41
O=C1Nc2ccc([N+](=O)[O-])cc2C1(O)N1CCCCCC1 (configuration not stated) | 7.6 | -20.6 | nt | 3.7 | -9.8 | 5.6 | -20.8 | 1.0 | -0.59
O=C(c1cccs1)N(C(=O)c1cccs1)c1ccc(Br)cn1 | 1.7 | -10.6 | 7.2 | -1.4 | 0.2 | 16.3 | -19.6 | 4.2 | -1.82
COc1ccc(CNC(=O)CN(Cc2ccccc2)S(=O)(=O)c2ccc(Cl)cc2)cc1 | -3.6 | -26.7 | -2.4 | -11.6 | 1.9 | 4.9 | -0.8 | -0.2 | -0.21
CCOC(=O)C1=C(C)NC(C)=C(C(=O)OCC)C1c1nc2ccccc2[nH]1 | -31.3 | -6.4 | nt | -13.5 | 25.4 | 8.5 | -32.5 | 2.1 | nt
Cc1cc(C(=O)OCC(=O)c2c(N)n(C)c(=O)n(C)c2=O)c(C)o1 | -1.2 | -27.9 | -8.6 | -28.2 | 0.9 | 3.9 | 12.3 | 1.2 | -0.2
Cn1cccc1C(=O)NC(=O)COC(=O)c1ccc(O)cc1 | -1.0 | -18.2 | nt | 13.5 | 0.6 | -5.8 | 2.4 | -0.2 | -0.37
COC(=O)CCCC(=O)Nc1c(F)c(F)c(F)c(F)c1F | -4.3 | -10.1 | -6.9 | 8.3 | 2.3 | 15.1 | 6.0 | 2.1 | 1.21

Only VCAM1 TNFa inh and IL1B cytotox (2 entries from above):
SMILES	VCAM1 TNFa inh	IL1B cytotox
Cc1cc(C(=O)OCC(=O)c2c(N)n(C)c(=O)n(C)c2=O)c(C)o1	3.9	12.3
Cc1nc(NC(C)C)c2cnn(CCc3ccccc3)c2n1	8.1	13.5

An excerpt from above in order of formula weight, largest number first:
SMILES | PTPN22 inh 2 | TNFa cytotox | ERa SRC1 inh | F-actin modifier | LYP act | VCAM1 TNFa inh | IL1B cytotox | FAK blocker | PTK2B oligo ant
COC(=O)CCCC(=O)Nc1c(F)c(F)c(F)c(F)c1F | -4.3 | -10.1 | -6.9 | 8.3 | 2.3 | 15.1 | 6.0 | 2.1 | 1.21
Cc1c(Cl)c([N+](=O)[O-])nn1CC(=O)NC1CCCCC1 | -1.2 | -3.3 | nt | -3.7 | 3.9 | 19.0 | -12.8 | -4.4 | 0.3
OCc1nnc2c3ccccc3c(-c3ccccc3)nn12 | 9.8 | -21.7 | -0.4 | 5.9 | -7.5 | 13.9 | -147.9 | -2.4 | 0.43

Not a hit list; any-hit rate near 3.8%.
